FLuc counter: qHTS profiling assay for firefly luciferase inhibitor/activator using purifed enzyme and Km concentrations of substrates (counterscreen for miR-21 project); Luciferin 4-monooxygenase (Photinus pyralis), P08659; purified FLuc, Km substrates, luminescence inhibition; Potency, µM (series often up to 57.5 µM), for the others: at the top dose activity change, negative = inhibition, actives largely listed as inhibitors; 360,000 tested, 6.9% active;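 further: plate controls were vehicle for no effect and reference inhibitor for full effect; nearly all actives have a fitted effect of over 55% in size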
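Purified P. pyralis luciferase (10nM final) with 10uM D-luciferin and 10uM ATP (Km levels) in 50mM Tris acetate pH 7.5, 10mM Mg acetate, 0.01% Tween-20, 0.05% BSA; qHTS 6-point titration, ~60 µM downward; luminescence read.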
MBNL1-CUG inh: qHTS Assay for Inhibitors of MBNL1-poly(CUG) RNA binding; TR-FRET MBNL1-His/biotin-(CUG)12 binding, 665/545 ratio; Potency, µM (titrated, usually from 57.5 µM), for the others: at the highest dose activity change, negative = inhibition, actives largely listed as inhibitors; 280,000 tested, 0.036% active; AID 2675, 2010; active means well fitted inhibition curve with a large enough effect in the signal ratio, with a control signal flat, not every such curve was filed as active; inconclusive means small, poorly fitted or top-dose-only effect, or effect the other way, or a change in a side signal; inactive means no such curve, though single readings can be large or run the other way; the % refers to the signal ratio; further: on the % scale 0 is the no-effect control and ±100 the full control effect
Target sequence (Q9NR56 whole entry, looked up): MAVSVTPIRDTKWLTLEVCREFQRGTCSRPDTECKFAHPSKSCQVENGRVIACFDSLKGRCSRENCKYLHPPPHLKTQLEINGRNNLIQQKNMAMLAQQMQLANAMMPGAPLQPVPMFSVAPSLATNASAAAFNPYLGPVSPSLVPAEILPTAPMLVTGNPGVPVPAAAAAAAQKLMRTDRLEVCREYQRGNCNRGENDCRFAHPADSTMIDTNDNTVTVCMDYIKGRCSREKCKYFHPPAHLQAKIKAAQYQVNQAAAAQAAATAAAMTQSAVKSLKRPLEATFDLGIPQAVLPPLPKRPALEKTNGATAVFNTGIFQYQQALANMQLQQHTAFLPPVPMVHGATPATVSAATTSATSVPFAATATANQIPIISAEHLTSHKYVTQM
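TR-FRET between His-tagged MBNL1 and biotin-(CUG)12 RNA, detected with Tb anti-His antibody (0.055 ng/ul) and streptavidin-XL665 (5 nM), 60 min at room temperature. Compounds titrated 92 nM to 58 uM; 665/545 nm ratio normalized to buffer and complex controls.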
Gal4-VP16 FLuc: VP16 counterscreen qHTS for inhibitors of ROR gamma transcriptional activity | Drosophila S2 Gal4-VP16 UAS-luciferase, luminescence, 20 h | Potency, µM (series often up to 53.6 µM), inactives show at the top dose activity, negative = inhibition, hits mostly inhibitors | 310,000 tested, 3.5% active;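 further: Gal4-VP16 expression switched on by copper sulfate through the metallothionein promoter; on the % scale 0 is the no-effect control and ±100 the full control effect; nearly all actives have a fitted effect of over 50% in size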
Rab9 promoter act: qHTS Assay for Rab9 Promoter Activators | 320,000 tested, 2.8% active | Huh7 Rab9 promoter-luciferase reporter, luminescence, 24 h | Potency, µM (highest dose often 9.22 µM), inactives show top-dose activation, negative = inhibition, hits mostly activators | AID 485297, 2010; further: % of control where 0% means no effect; nearly all actives have a fitted effect of over 60% in size
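Huh7 cells stably carrying Rab9 promoter–luciferase reporter, plated 1500 cells/well, compound added after 2 h and incubated 24 h at 37 °C; luciferase luminescence then read after 10 min with detection reagent.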
p53 reactivator: qHTS assay for re-activators of p53 using a Luc reporter. H1299 p53-A138V BP100-luciferase reporter, luminescence, 24 h. Potency, µM (titrated, usually from 92.2 µM), for inactives: at the top dose activity change, positive = activation, usual class: activators. 320,000 tested, 0.063% active. AID 504706, 2011; further: % of control where 0% means no effect; nearly all actives have a fitted effect of over 45% in size
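p53-null H1299 cells stably carrying temperature-sensitive p53-A138V and a BP100-luciferase reporter were pinned with compounds (4-point, 1:5 series) and held 24 hrs at 37 deg C. Luminescence was read 10 min after detection reagent.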
RORg inh: qHTS for inhibitors of ROR gamma transcriptional activity; Drosophila S2 Gal4-RORgamma UAS-luciferase reporter, 20 h; Potency, µM (series often up to 53.6 µM), for inactives: at the highest dose activity change, negative = inhibition, usual class: inhibitors; 310,000 tested, 5.4% active; AID 2551, 2010; further: on the % scale 0 is the no-effect control and ±100 the full control effect; nearly all actives have a fitted effect of over 60% in size
Target sequence (P51450 whole entry, looked up, the tested form may be a part): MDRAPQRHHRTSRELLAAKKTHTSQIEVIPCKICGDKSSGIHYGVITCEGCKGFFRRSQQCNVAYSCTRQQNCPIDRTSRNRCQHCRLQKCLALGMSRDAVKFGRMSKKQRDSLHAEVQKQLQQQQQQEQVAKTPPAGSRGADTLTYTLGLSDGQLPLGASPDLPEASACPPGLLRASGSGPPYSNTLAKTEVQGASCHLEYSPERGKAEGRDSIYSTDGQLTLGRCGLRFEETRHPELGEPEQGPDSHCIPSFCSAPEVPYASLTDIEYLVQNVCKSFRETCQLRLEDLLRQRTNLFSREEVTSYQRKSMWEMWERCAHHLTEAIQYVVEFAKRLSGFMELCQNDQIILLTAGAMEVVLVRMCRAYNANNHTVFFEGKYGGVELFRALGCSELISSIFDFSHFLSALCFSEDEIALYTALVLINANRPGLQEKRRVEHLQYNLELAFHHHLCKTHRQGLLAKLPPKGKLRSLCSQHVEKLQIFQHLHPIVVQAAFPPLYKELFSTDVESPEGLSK
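ROR gamma transcriptional activity was tracked as Gal4-UAS luciferase output in stably transfected Drosophila Schneider cells, with compound added 1 hr before 700 uM copper sulfate induction and a 20 hr ambient-temperature incubation.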
uPA generation: qHTS for Inhibitors of Cell Surface uPA Generation; 330,000 tested, 0.31% active; cell surface uPA generation assay, qHTS; Potency, µM (doses to about 38.3 µM), without a hit: at the top dose activity change, negative = inhibition, most hits filed as inhibitors; active means well fitted inhibition curve with a large enough effect; inconclusive means small, poorly fitted or top-dose-only effect; inactive means no such curve, though single readings can be large or run the other way; tested in mouse RAW 264.7 cells; further: on the % scale 0 is the no-effect control and ±100 the full control effect; nearly all actives have a fitted effect of over 55% in size
NPC1 prom act: qHTS Assay for NPC1 Promoter Activators. Huh7 NPC1 promoter luciferase reporter, 24 h. Potency, µM (highest dose often 9.22 µM), for the others: at the highest dose activation, most hits filed as activators. 320,000 tested, 2.4% active. AID 485313, 2010;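 further: % of control where 0% means no effect; nearly all actives have a fitted effect of over 60% in size; reporter is driven by a mutant NPC1 promoter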
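Huh7 cells stably carrying NPC1 promoter–luciferase, plated in Opti-MEM with 10% FBS for 2 h, were exposed to compound in DMSO for 24 h at 37 °C; luciferase reagent was added for 10 min and luminescence read.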
ELG1 genotoxic: qHTS screen for small molecules that induce genotoxicity in human embryonic kidney (HEK293T) cells expressing luciferase-tagged ELG1. HEK293T ELG1-luciferase reporter, luminescence, 16 h. 330,000 tested, 1.3% active. Potency, µM (top dose mostly 46 µM), inactives show at the top dose activity change, positive = activation, usual class: activators. AID 504466, 2011; further: % of control where 0% means no effect; nearly all actives have a fitted effect of over 60% in size
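Quantitative HTS format in 1536-well plates. HEK293T ELG1-luciferase reporter cells receive test compound and are incubated 16 hr at 37 °C, 5% CO2; ONE-Glo added, 30 min room temperature, then luminescence read.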
BRCA1 expr act: qHTS Assay to Identify Small Molecule Activators of BRCA1 Expression; MCF7-BRCA1-FFLuc reporter, luminescence, 48 h; response scale: scaled: vehicle 0%, 10 µM genistein 100%; 380,000 tested, 1.1% active; AID 624202, 2012; Potency, µM (doses to about 46.1 µM), for inactives: at the top dose activation, usual class: activators; further: nearly all actives have a fitted effect of over 80% in size; some results filed as inactive show a strong effect at the top dose
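Activators of BRCA1 expression were detected as increased firefly luciferase luminescence in engineered MCF7 cells after 48 h compound incubation. Signals were scaled to genistein 10 microM as full activation.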
* marks the source's active call; other numbers are inactive results; & = joins results of further samples; [ ] = remark or other dose. Unless noted, the call rests on the fitted dose curve; in most records, active means well fitted curve in the direction sought with a large enough effect; inconclusive means small, poorly fitted or top-dose-only effect, or another doubt; inactive means no such curve, though single readings can be large; an effect the other way counts as inactive or inconclusive. Potency means the concentration at half of the fitted maximal effect. Rows are unselected, and some 13% of all compounds hit somewhere here.

Results for Cc1nccn1CCCN1C(=O)CNC1=S ?
FLuc counter: -2%; MBNL1-CUG inh: inconclusive; Gal4-VP16 FLuc: -5%; Rab9 promoter act: 0%; p53 reactivator: -9%; RORg inh: -16%; uPA generation: 0%; NPC1 prom act: -2%; ELG1 genotoxic: 2%; BRCA1 expr act: 2%

Results for Cc1nc(-c2ccc(S(=O)(=O)Nc3ccc(Br)cc3Cl)s2)cs1 ?
FLuc counter: -1%; MBNL1-CUG inh: 25%; Gal4-VP16 FLuc: 4%; Rab9 promoter act: -3%; p53 reactivator: 1%; RORg inh: 4%; uPA generation: -3%; NPC1 prom act: 5%; ELG1 genotoxic: -1%; BRCA1 expr act: -16%

How did C=CCNC(=O)Nc1ccc(F)cc1F do in these assays?
FLuc counter: -1%; MBNL1-CUG inh: 0%; Gal4-VP16 FLuc: -3%; Rab9 promoter act: -1%; p53 reactivator: 2%; RORg inh: -1%; uPA generation: -1%; NPC1 prom act: -1%; ELG1 genotoxic: 0%; BRCA1 expr act: 6%

Results for COc1ccc(OC)c(CN2C(=O)CCC2(C)C(=O)NC2CCCCCC2)c1 (stereo not given) ?
FLuc counter: -1%; MBNL1-CUG inh: -12%; Gal4-VP16 FLuc: -11%; Rab9 promoter act: -1%; p53 reactivator: 4%; RORg inh: -20%; uPA generation: 2%; NPC1 prom act: 0%; ELG1 genotoxic: -2%; BRCA1 expr act: 1%

Results for CN1CCN(c2ccc([N+](=O)[O-])cc2C(=O)c2ccc(Cl)cc2)CC1 ?
FLuc counter: -1%; MBNL1-CUG inh: 11%; Gal4-VP16 FLuc: -7%; Rab9 promoter act: -24%; p53 reactivator: -3%; RORg inh: 7%; uPA generation: -15%; NPC1 prom act: -26%; ELG1 genotoxic: -1%; BRCA1 expr act: -66%

What do the screens show for `CN(C(=O)c1nn(C)c2c1CS(=O)(=O)c1ccccc1-2)c1cccc(Cl)c1`?
FLuc counter: -3%&-13%; MBNL1-CUG inh: -4%; Gal4-VP16 FLuc: -4%; Rab9 promoter act: -8%; p53 reactivator: -16%; RORg inh: -1%; uPA generation: -10%; NPC1 prom act: -3%; ELG1 genotoxic: -2%; BRCA1 expr act: 0%

What do the screens show for `O=C(Nc1sc2c(c1C(=O)c1ccc(Cl)cc1)CCCC2)c1cccnc1`?
FLuc counter: -6%; MBNL1-CUG inh: 3%; Gal4-VP16 FLuc: -7%; Rab9 promoter act: -3%; p53 reactivator: 10%; RORg inh: -1%; NPC1 prom act: 0%; ELG1 genotoxic: -4%; BRCA1 expr act: -32%

What do the screens show for `COc1ccc(C)cc1NC(=O)C1CCCN(S(=O)(=O)c2cccc3nonc23)C1` (stereo not given)?
FLuc counter: -1%; MBNL1-CUG inh: 6%; Gal4-VP16 FLuc: 1%; Rab9 promoter act: -10%; p53 reactivator: 1%; RORg inh: 27%; uPA generation: 1%; NPC1 prom act: -6%; ELG1 genotoxic: -1%; BRCA1 expr act: -16%

How did COc1ccc(S(=O)(=O)NC2(C(F)(F)F)NC(=O)N(CCc3ccccc3)C2=O)cc1 (stereo not given) do in these assays?
FLuc counter: -1%&-20%; MBNL1-CUG inh: -1%; Gal4-VP16 FLuc: 1%; Rab9 promoter act: 9%; p53 reactivator: 12%; RORg inh: 15%; uPA generation: -5%; NPC1 prom act: 1%; ELG1 genotoxic: 4%; BRCA1 expr act: 2%&13%

What do the screens show for `CCOC(=O)Cn1c(=O)oc2cc(S(=O)(=O)N3CCCC(C)C3)ccc21` (stereo not given)?
FLuc counter: 1%&1%; MBNL1-CUG inh: -1%; Gal4-VP16 FLuc: -17%; Rab9 promoter act: 3%; p53 reactivator: -4%; RORg inh: 3%; uPA generation: 5%; NPC1 prom act: -20%; ELG1 genotoxic: -1%; BRCA1 expr act: 8%

What do the screens show for `O=S(=O)(/N=C(/Nc1ccc(Cl)cc1Cl)c1ccccc1)c1cccs1`?
FLuc counter: -14%; MBNL1-CUG inh: -20%; Gal4-VP16 FLuc: -8%; Rab9 promoter act: -1%; p53 reactivator: 13%; RORg inh: -21%; uPA generation: 1%; NPC1 prom act: 3%; ELG1 genotoxic: -1%; BRCA1 expr act: 7%

How did COC(=O)NC(=S)Nc1ccc(Oc2ccc(Cl)cc2)c(Cl)c1 do in these assays?
FLuc counter: -8%; MBNL1-CUG inh: 4%; Gal4-VP16 FLuc: 5µM*; Rab9 promoter act: -11%; p53 reactivator: -3%; RORg inh: 4.5µM*; uPA generation: -23%; NPC1 prom act: 3%; ELG1 genotoxic: 1%; BRCA1 expr act: -70%

Results for N#Cc1ccc(C23CC4(C2)[C@H](CN(Cc2ccc(C(F)(F)F)cc2)[C@@H]4c2ccccc2)C3c2ccc(Cl)nc2)cc1 (stereo not given in full) ?
FLuc counter: -3%; MBNL1-CUG inh: -5%; Gal4-VP16 FLuc: -7%&1%; Rab9 promoter act: 0%; p53 reactivator: 2%; RORg inh: 2%&5%; NPC1 prom act: -11%; ELG1 genotoxic: -6%

What do the screens show for `O=C(O)c1ccc2oc(=O)c(S(=O)(=O)c3ccc(F)cc3)cc2c1`?
FLuc counter: 1%; MBNL1-CUG inh: inconclusive; Gal4-VP16 FLuc: 3%; Rab9 promoter act: 0%; p53 reactivator: 2%; RORg inh: -3%; uPA generation: 1%; NPC1 prom act: 1%; ELG1 genotoxic: 2%; BRCA1 expr act: -4%

How did Cc1ccc(S(=O)(=O)CCC(=O)Oc2ccc(-c3nnco3)cc2)cc1 do in these assays?
FLuc counter: -3%; Rab9 promoter act: -9%; p53 reactivator: 4%; uPA generation: 1%; NPC1 prom act: -5%; ELG1 genotoxic: 2%; BRCA1 expr act: 8%

Results for O=C(CSc1n[nH]c(-c2cccs2)n1)N1CCCc2ccccc21 ?
FLuc counter: -11%; MBNL1-CUG inh: -2%; Gal4-VP16 FLuc: 1%; Rab9 promoter act: -1%; p53 reactivator: -5%; RORg inh: inconclusive; NPC1 prom act: 2%; ELG1 genotoxic: -1%; BRCA1 expr act: 2%

Results for CCN1/C(=C/c2ccc3ccccc3[n+]2CC)C=Cc2ccccc21 ?
FLuc counter: inconclusive; MBNL1-CUG inh: inconclusive; Gal4-VP16 FLuc: 2.8µM*; Rab9 promoter act: -30%[inhibitor]; p53 reactivator: -2%; RORg inh: 8.9µM*; uPA generation: -17%; NPC1 prom act: -30%; ELG1 genotoxic: -17%; BRCA1 expr act: -99%[inhibitor]

What do the screens show for `CCCCCCSc1ccc([C@@H]2[C@@H]3C(=O)N(C)C(=O)[C@@H]3[C@]3(C(=O)OC)CCCCN23)cc1`?
p53 reactivator: -2%; uPA generation: -4%; ELG1 genotoxic: -2%; BRCA1 expr act: -14%

What do the screens show for `CCN(C(=O)CN1CCN(c2cccc(C(F)(F)F)c2)CC1)c1c(N)n(Cc2ccccc2)c(=O)[nH]c1=O`?
FLuc counter: 1%; MBNL1-CUG inh: 3%; Gal4-VP16 FLuc: 17%; Rab9 promoter act: -26%; p53 reactivator: -2%; RORg inh: 35%; uPA generation: -1%; NPC1 prom act: -2%; ELG1 genotoxic: 0%; BRCA1 expr act: -44%

Results for CCOC(=O)c1c(/N=C/C2=C(O)CC(C)(C)CC2=O)sc(C(C)=O)c1C ?
FLuc counter: -13%; MBNL1-CUG inh: 23%; Gal4-VP16 FLuc: -13%; Rab9 promoter act: -1%; p53 reactivator: 16%; RORg inh: 1%; uPA generation: -4%; NPC1 prom act: 2%; ELG1 genotoxic: 18%; BRCA1 expr act: 24%

What do the screens show for `Cc1ccc(S(=O)(=O)NNC(=O)c2sc(=S)n(C)c2C)cc1`?
FLuc counter: 4%; MBNL1-CUG inh: 13%; Gal4-VP16 FLuc: 4%; Rab9 promoter act: -1%; p53 reactivator: 2%; RORg inh: -26%; uPA generation: 0%; NPC1 prom act: -3%; ELG1 genotoxic: 3%; BRCA1 expr act: -45%

How did CCOC(=O)CCCSc1nc2sc(C)c(C)c2c(=O)[nH]1 do in these assays?
FLuc counter: -1%; MBNL1-CUG inh: -12%; Gal4-VP16 FLuc: -7%; Rab9 promoter act: -1%; p53 reactivator: -3%; RORg inh: -27%; uPA generation: -14%; NPC1 prom act: 7%; ELG1 genotoxic: -3%; BRCA1 expr act: -6%

How did CC(C(=O)O)c1ccc(CC2CCCC2=O)cc1 (stereo not given) do in these assays?
Gal4-VP16 FLuc: -8%; Rab9 promoter act: -12%[46.1 µM]; RORg inh: -25%; uPA generation: 23%; NPC1 prom act: -4%[46.1 µM]; BRCA1 expr act: 12%
